Assay outcomes (PubChem)
EPAC1 agonist: agonists of human EPAC1; O95398; EPAC1 agonist qHTS, biochemical assay; response scale: 100% = response to 6.5 mM cAMP; Potency, µM (series often up to 154 µM), for inactives: at the top dose activation, actives largely listed as activators; 360,000 compounds, 0.073% hits; also: potency is read from the fitted curve at half-maximal effect; nearly all actives have a fitted effect of over 60% in size
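Fluorescent GDP-exchange assay: 100 nM EPAC1 with 250 nM Rap1B preloaded with BODIPY-GDP and 50 uM GDP; compounds tested as concentration series, 5 min at room temperature, then read every 5 min for 30 min (ex 480/em 540 nm); normalized to 6.5 mM cAMP.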
GLP1R ag: agonists of human GLP-1 receptor. 380,000 compounds, 0.007% hits. HEK293 GLP-1R CRE-luciferase, luminescence, 4-6 h; cells express a hypersensitive GLP-1R form. Potency, µM (titrated, usually from 45.6 µM), inactives show at the highest dose activation, actives largely listed as activators. AID 624172. P43220; also: potency is read from the fitted curve at half-maximal effect; % of control where 0% means no effect
GLP-1R inv ag: GLP-1 receptor (human) inverse agonism; P43220; HEK293 GLP-1R CRE-luciferase, luminescence, 24 h; GLP-1R form is constitutively active; Potency, µM (top dose mostly 38.3 µM), inactives show top-dose activity change, negative = inhibition, hits mostly inhibitors; 410,000 compounds, 1.6% hits; also: potency is read from the fitted curve at half-maximal effect; % is scaled to controls: 0 for no effect and ±100 for the full control effect; nearly all actives have a fitted effect of over 55% in size
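Inverse agonists were sought by their lowering of basal cAMP reporter luciferase output in HEK293 cells stably carrying constitutively active human GLP-1R, after 24 h compound treatment.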
PTHR1 ag: activates the human parathyroid hormone receptor PTHR1 | Q03431 | HEK293 GP2 PTHR1 cells, GloSensor cAMP luminescence, 1 h | Potency, µM (titrated, usually from 115 µM), without a hit: at the top dose activation, usual class: activators | 410,000 compounds, 0.075% hits; also: potency is read from the fitted curve at half-maximal effect; nearly all actives have a fitted effect of over 55% in size; some results filed as inactive show a strong effect at the top dose; inactives centre near -15; many of its hits are not listed in these tables
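HEK-293-derived GP2 cells expressing PTHR1 and a GloSensor cAMP reporter, 3,000/well, plated overnight, given luciferin plus IBMX (each 0.5 mM as added) for 1 h at 37 °C, then compound for 1 h at 37 °C. Luminescence was read after 15 min at room temperature.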
PLK1 PBD block: PLK1 (human) polo-box domain binding inhibition; P53350; Plk1 PBD binding of FITC phosphopeptide, fluorescence polarization; Potency, µM, inactives show max response, negative = inhibition, hits mostly inhibitors; 360,000 compounds, 2.8% hits; also: potency is read from the fitted curve at half-maximal effect; series mostly up to about 57 µM; % is scaled to controls: 0 for no effect and ±100 for the full control effect; nearly all actives have a fitted effect of over 65% in size
Target sequence (P53350 whole entry, looked up, the tested form may be a part): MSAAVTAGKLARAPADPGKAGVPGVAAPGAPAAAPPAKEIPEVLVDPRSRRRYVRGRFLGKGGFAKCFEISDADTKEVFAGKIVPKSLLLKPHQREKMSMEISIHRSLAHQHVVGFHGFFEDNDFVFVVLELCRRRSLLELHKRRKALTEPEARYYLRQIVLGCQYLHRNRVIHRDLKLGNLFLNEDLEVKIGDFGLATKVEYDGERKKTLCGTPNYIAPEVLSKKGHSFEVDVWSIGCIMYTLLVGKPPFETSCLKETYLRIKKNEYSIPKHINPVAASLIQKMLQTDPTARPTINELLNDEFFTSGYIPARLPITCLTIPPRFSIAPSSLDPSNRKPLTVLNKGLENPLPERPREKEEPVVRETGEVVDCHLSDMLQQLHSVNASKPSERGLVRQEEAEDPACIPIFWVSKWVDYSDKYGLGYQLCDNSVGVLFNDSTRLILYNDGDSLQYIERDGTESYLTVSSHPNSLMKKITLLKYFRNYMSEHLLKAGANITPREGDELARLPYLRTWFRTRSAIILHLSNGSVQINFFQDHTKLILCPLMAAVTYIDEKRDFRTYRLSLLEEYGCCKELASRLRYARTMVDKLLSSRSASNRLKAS
EPAC1 antag: EPAC1 (human) antagonism; Potency, µM (top dose mostly 115 µM), for inactives: at the highest dose activity change, negative = inhibition, hits mostly inhibitors; AID 720709; O95398; EPAC1 GEF assay, Rap1b-BODIPY-GDP exchange fluorescence; 360,000 compounds, 0.14% hits;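 also: potency is read from the fitted curve at half-maximal effect; plate controls were vehicle for no effect and positive control for full effect; nearly all actives have a fitted effect of over 50% in size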
GLP1R cytotox: cytotoxic in the GLP-1 receptor inverse agonist counter-screen; HEK293 cAMP-luciferase reporter cells, luminescence, 24 h; Potency, µM (doses to about 38.3 µM), for the others: top-dose activity change, negative = inhibition, hits mostly inhibitors; 410,000 compounds, 0.13% hits; AID 624418;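 also: loss of luciferase light is scored as toxicity; potency is read from the fitted curve at half-maximal effect; % is scaled to controls: 0 for no effect and ±100 for the full control effect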
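Cells in DMEM/10% Nu serum/1% pen-strep, 1536-well format. Pre-incubated 12 h, dosed with 23 nL compound, incubated a further 24 h. Luciferase detection, 12 min at room temp, luminescence.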
PI5P4K alpha inh: inhibitors of human PI5P4K alpha; P48426; PI5P4Kalpha enzyme, ADP-Glo luminescence, 60 min; active compounds read low; max response, %; 330,000 compounds, 1.2% hits; AID 652105; active = max response of -50% or lower; inconclusive = between -30% and -50%; inactive = -30% or higher; also: value at the top dose of about 77 µM; % is scaled to controls: 0 for no effect and ±100 for the full control effect
Target sequence (P48426 whole entry, looked up): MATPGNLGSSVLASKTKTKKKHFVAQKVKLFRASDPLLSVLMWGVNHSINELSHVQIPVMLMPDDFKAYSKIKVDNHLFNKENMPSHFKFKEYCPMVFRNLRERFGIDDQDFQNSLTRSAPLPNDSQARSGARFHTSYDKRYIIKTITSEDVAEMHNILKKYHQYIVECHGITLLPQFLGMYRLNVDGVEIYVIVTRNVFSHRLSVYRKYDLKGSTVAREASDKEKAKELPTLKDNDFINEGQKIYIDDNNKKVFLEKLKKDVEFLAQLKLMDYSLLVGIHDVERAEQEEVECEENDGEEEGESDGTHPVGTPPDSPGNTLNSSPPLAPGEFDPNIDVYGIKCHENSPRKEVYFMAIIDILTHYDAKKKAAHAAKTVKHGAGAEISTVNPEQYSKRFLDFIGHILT
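Enzyme plus substrate dispensed, test compounds pinned in, then ATP (5 microM final) added. After 60 min at RT, ADP-Glo reagent 1 for 45 min and reagent 2 for 30 min preceded luminescence imaging.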
IL2 activator: activates IL-2 in a cell-based reporter assay; IL-2 activation reporter assay, cell-based qHTS; stimulated with anti-CD3/CD4/CD28 beads; in transgenic mouse T cells; activation, % (series mostly up to about 46 µM); 360,000 compounds, 0.065% hits; AID 652025; in the data active = activation above about 50%; inconclusive = mostly about 30% to 49%; also: 0% is about no effect
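Unstimulated transgenic mouse T cells preincubated 60 min with compound, then stimulated with anti-CD3/anti-CD4-coated beads plus anti-CD28 for 18 h at 37 degrees C. IL-2 response read as EGFP and DsRed fluorescence by plate cytometry.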
Active calls of the source: *; i = inactive; ? = inconclusive; . = no result given; & = joins results of further samples; [ ] = another dose, or the depositor's remark. Unless noted, calls follow the shape of the dose curve; as a rule, active = well fitted curve in the direction sought with a large enough effect; inconclusive = small, poorly fitted or top-dose-only effect, or another doubt; inactive = no such curve, though single readings can be large; an effect the other way counts as inactive or inconclusive. Only part of the results is shown; the hit share may differ from the screen's.

SMILES | EPAC1 agonist | GLP1R ag | GLP-1R inv ag | PTHR1 ag | PLK1 PBD block | EPAC1 antag | GLP1R cytotox | PI5P4K alpha inh | IL2 activator
CCc1nnc(NC(=O)C2CCCN2C(=O)Nc2ccccc2)s1 (configuration not stated) | 3% | 2% | 4% | i | -3% | 6% | 6% | 5 | 0.2
O=[N+]([O-])c1cc([N+](=O)[O-])c(Oc2cc(F)ccc2F)cc1NN1CCCCC1 | -5% | 5% | 20% | i | -6% | -27% | -24% | 6 | -3.6
COc1ccc(CC(=O)NC2CCS(=O)(=O)C2)cc1 (configuration not stated) | 7% | 1% | 29% | -1% | 5% | 4% | -2% | 2 | 0.2
CCn1c(SCC(=O)N/N=C/c2ccccc2OCC(=O)O)nnc1-c1ccccc1 | 12% | -2% | 6% | i | -4% | -13% | 3% | -12 | -3.0
COCCNC(=O)C1CC(=O)N(c2ccc(OC)cc2)C1c1ccc(OC)cc1 (configuration not stated) | 11% | 0% | 11% | i | -1% | -16% | -7% | 2 | -0.7
C=CCn1c(C)nnc1SCC(=O)Nc1nc(C)c(C(=O)N(C)C)s1 | 8% | 0% | 34%[activator] | i | -3% | 25% | 2% | -1 | -2.9
O=C(NCc1ccco1)/C(=C\c1ccc(F)cc1)NC(=O)c1ccco1 | 2% | 0% | -1% | -32%[inhibitor] | -10% | 1% | -2% | -9 | -4.2
COC(=O)c1c(CCl)noc1C(=O)NCC1CCCO1 (configuration not stated) | 5% | -1% | -8% | -21% | -11% | -1% | 2% | 5 | -2.6
CC1(C)NC(=O)N(CC(=O)OCC(=O)c2ccc(Cl)s2)C1=O | 1% | 8% | 2% | i | -10% | -7% | 2% | -7 | -0.7
N#C/C(=C\c1ccc(/C=C(/C#N)c2nn(CCO)c(N)c2C#N)cc1)c1nn(CCO)c(N)c1C#N | 4% | -15% | -1% | i | -5% | 5% | 15% | -7 | 8.8
CC(=O)c1ccc(N=c2scc(C)n2C(C)C)cc1 | -2% | 17% | -3% | -9% | -7% | 4% | -1% | -4 | -1.0
CCN(C(=O)COC(=O)c1cc(=O)[nH]c2ccccc12)c1c(N)n(Cc2ccccc2)c(=O)[nH]c1=O | 0% | -4% | 11% | -20% | 2% | 10% | 4% | 2 | 0.4
Cc1nc(SCC(=O)Nc2c(C)nn(C)c2C)c2cnn(-c3ccccc3)c2n1 | 3% | -5% | 1% | -25% | -5% | -24% | -10% | -9 | -0.7
COc1ccc(/C(O)=C2/C(=O)C(=O)N(CCN(C)C)C2c2ccc(F)cc2)cc1Cl (configuration not stated) | 11% | 5% | 9% | -26% | -14% | -3% | -22% | -4 | -3.0
CC(=O)c1sc(-c2cccc(Cl)c2)nc1C | 2% | -5% | 16% | -2% | -19% | -4% | 7% | -3 | -0.1
CCCCN(CC)CCNC(=O)c1cc2c(=O)n(CC)c3ccccc3c2s1 | 6% | 7%&-3% | ? | -7% | -22% | 1% | 3%&0% | 3 | -0.3
COc1ccc(-c2csc(N3C(=O)C4C5c6ccccc6C(c6ccccc65)C4C3=O)n2)cc1 (configuration not stated) | -3% | -11% | ? | -3% | -7% | 9% | 8% | -2 | 1.5
COc1ccccc1Nc1nnc(SCC(=O)NC2CCCC2)s1 | 7% | 10% | -23% | 22% | -11% | -4% | 2% | 0 | 0.8
CCCSc1nnc2nc(C)cc(C)n12 | 0% | 2% | 2% | 3% | -7% | -19% | 2% | 5 | -2.8
O=C(CCc1nc2ccccc2[nH]1)N1CCN(C(=O)c2ccco2)CC1 | -13% | 3% | 14% | -25% | -2% | -20% | -4% | 1 | 0.3
Cc1cc(C)n(-c2ccc(C(=O)Nc3cc(S(=O)(=O)N(C)C)ccc3Cl)cc2)n1 | 5% | -4% | -5% | -16% | -6% | -13% | -22% | 2 | 7.2
C[C@H](CO)N1C[C@H](C)[C@@H](CN(C)C(=O)Nc2ccc3c(c2)OCO3)Oc2ccc(NC(=O)Cn3cnnn3)cc2C1=O | 2% | -4% | 11% | -18% | -9% | -16% | -1% | -5 | 1.2
CCN1CCN(C(=S)c2ccc(O)cc2)CC1 | 5% | 13% | 3% | i | 4.7µM* | -11% | 1% | ? | -2.3
CCc1nnc(NC(=O)CSc2nc3cccnc3n2C2CCCCC2)s1 | 12% | 6% | -32% | i | -4% | -22% | -31% | 4 | 0.5
CCCc1ccc(Oc2cc(Cl)nc(N)n2)cc1 | 4% | -4% | 16% | i | -6% | 9% | -1% | 10 | 3.6
COCCCNC(=O)CC(c1cc(OC)c(OC)c(OC)c1)N1Cc2ccccc2C1=O (configuration not stated) | . | 1% | 0% | i | . | . | 3% | . | .
COC(=O)c1cn(C(=O)c2ccccc2F)nc1N | 6% | -16% | 0% | -25%[57.5 µM] | -1% | -9% | -5% | . | 0.4
CCOC(=O)CSc1ncc(OC)c(Sc2ccc(Cl)cc2)n1 | 23% | 3% | -5% | 4%[57.5 µM] | -7% | -4% | 6% | . | -1.5
CC(=O)C[C@H](O)CC(=O)[C@@H]1OC(=O)[C@@H](C)C/C=C\Cc2ccccc21 | -12% | -3% | 6% | -11% | -5% | -16% | -3% | -1 | 0.3
NC(=O)CC(O)c1cccc(Cl)c1 (configuration not stated) | 0% | -2% | 5% | 0%[57.5 µM] | 27µM* | 0% | -8% | 5 | 0.1
C/C(=N\NC(=O)C(c1ccccc1)c1ccccc1)c1ccc(O)cc1 | 3% | -6% | -25% | -34%[inhibitor] | -16% | ? | 7% | -3 | -0.3
CC1CC(C)CN(CCC(=O)Nc2cccc(Cl)c2)C1 (configuration not stated) | -2% | 0% | 0% | -9% | -2% | 4% | -10% | . | -2.1
Cc1ccc(CNC(=O)Cn2nnc(C(=O)Nc3ccc(Br)cc3)c2N)cc1 | 13% | -1% | -9% | -13% | 1% | 7% | -16% | 1 | -2.4
COc1ccc2c(c1)C(C1=C(O)CC(C)(C)CC1=O)C1=C(CC(C)(C)CC1=O)O2 (configuration not stated) | -2% | 7% | 0% | i | -8% | 5% | -13% | . | 2.2
CCCCN(Cc1cc2ccccc2[nH]c1=O)S(C)(=O)=O | -24% | -1% | 26% | i | 6% | -8% | 2% | 2 | 1.7
COc1ccc(N(CC(=O)N/N=C/c2ccc(C(=O)O)cc2)S(=O)(=O)c2ccc(NC(C)=O)cc2)cc1 | 10% | 11% | 7% | -24% | 2% | -25% | -16% | -5 | -0.5

In the list so far, 9 have a Cl atom:
SMILES | EPAC1 agonist | GLP1R ag | GLP-1R inv ag | PTHR1 ag | PLK1 PBD block | EPAC1 antag | GLP1R cytotox | PI5P4K alpha inh | IL2 activator
COC(=O)c1c(CCl)noc1C(=O)NCC1CCCO1 (configuration not stated) | 5% | -1% | -8% | -21% | -11% | -1% | 2% | 5 | -2.6
CC1(C)NC(=O)N(CC(=O)OCC(=O)c2ccc(Cl)s2)C1=O | 1% | 8% | 2% | i | -10% | -7% | 2% | -7 | -0.7
COc1ccc(/C(O)=C2/C(=O)C(=O)N(CCN(C)C)C2c2ccc(F)cc2)cc1Cl (configuration not stated) | 11% | 5% | 9% | -26% | -14% | -3% | -22% | -4 | -3.0
CC(=O)c1sc(-c2cccc(Cl)c2)nc1C | 2% | -5% | 16% | -2% | -19% | -4% | 7% | -3 | -0.1
Cc1cc(C)n(-c2ccc(C(=O)Nc3cc(S(=O)(=O)N(C)C)ccc3Cl)cc2)n1 | 5% | -4% | -5% | -16% | -6% | -13% | -22% | 2 | 7.2
CCCc1ccc(Oc2cc(Cl)nc(N)n2)cc1 | 4% | -4% | 16% | i | -6% | 9% | -1% | 10 | 3.6
CCOC(=O)CSc1ncc(OC)c(Sc2ccc(Cl)cc2)n1 | 23% | 3% | -5% | 4%[57.5 µM] | -7% | -4% | 6% | . | -1.5
NC(=O)CC(O)c1cccc(Cl)c1 (configuration not stated) | 0% | -2% | 5% | 0%[57.5 µM] | 27µM* | 0% | -8% | 5 | 0.1
CC1CC(C)CN(CCC(=O)Nc2cccc(Cl)c2)C1 (configuration not stated) | -2% | 0% | 0% | -9% | -2% | 4% | -10% | . | -2.1

Remaining list, next part.
SMILES | EPAC1 agonist | GLP1R ag | GLP-1R inv ag | PTHR1 ag | PLK1 PBD block | EPAC1 antag | GLP1R cytotox | PI5P4K alpha inh | IL2 activator
COC(=O)CCCNS(=O)(=O)c1ccc2ccccc2c1 | 8% | 8% | 11% | i | -11% | -13% | -17% | 5 | 1.0
COc1ccccc1-n1cc(C(=O)NCC(=O)NCc2ccc(F)cc2)c2ccccc2c1=O | -2% | 0% | -21% | 23% | -13% | 6% | 7% | 1 | -0.1
Cc1ccc(OCCCCCN2CCOCC2)c(Cl)c1 | 12% | 15% | ? | -19% | -18% | 1% | -5% | -1 | -0.7
Cc1cc(C(C)(C)C)cc(S(=O)(=O)Nc2ccc(O)c(C(=O)O)c2)c1C | -12% | 5% | 0% | -6%[57.5 µM] | -18% | -4% | -31% | . | -2.5
COc1ccc2c(c1)C[C@]1(C)c3ccccc3C(=O)N(Cc3ccccc3)[C@H]21 | -12% | -3% | ? | -23% | -1% | -22% | -14% | -2 | -0.5
COc1ccc(C(=O)/C=C/Nc2ccc([N+](=O)[O-])cc2C)c(OC)c1 | -1% | 6% | 0% | -10%[57.5 µM] | -1% | 10% | 35%[activator] | . | -3.6
S=C(NCC1COc2ccccc2O1)Nc1ccc(Br)cc1 (configuration not stated) | 6% | -6% | ? | 0% | -17% | -4% | ? | 3 | 0.5
Cc1ccsc1/C=N/N1CCN(c2ccccc2)CC1 | 10% | 10% | 0% | 23%[57.5 µM] | 2% | -7% | 0% | . | 2.0
CCCc1nnc2c(N(C)S(=O)(=O)c3ccc(C)cc3)nc3ccccc3n12 | -7% | ? | 118%[activator] | -19% | -9% | -1% | -8% | 1 | 0.4
COc1ccccc1-c1nc(NC(C)=O)n[nH]1 | 11% | -25% | 2% | i | -3% | -10% | 3% | -5 | -0.3
